Screening results (PubChem BioAssay)
GPR55 beta-arrestin: GPR55 agonists via beta-arrestin recruitment, primary screen, imaging, U2OS cells, beta-arrestin-GFP redistribution (AID 1961); U2OS GPR55 beta-arrestin-GFP redistribution imaging; higher % means a stronger effect; G-protein coupled receptor 55 (Homo sapiens); 290,000 tested, 0.048% active; one-dose activation, % at 10 µM; EC50 in µM for titrated hits;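 active = activation above 40% with more than 50 cells counted in the well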;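 note: U2OS osteosarcoma cells stably expressing GPR55 and beta-arrestin-GFP; plate controls were DMSO negative control for no effect and LPI positive control for full effect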
KOR beta-arrestin-1: KOR antagonists, beta-arrestin recruitment, cell-based, luminescence, uHTS (AID 1778); 290,000 tested, 0.091% active; one-dose inhibition, % at 10 µM; IC50 in µM for titrated hits; KOR beta-arrestin recruitment, luminescence, antagonist mode; higher % means a stronger effect; in the data active = inhibition above about 50%; note: strong numbers were not always called active
GPR55 LPI antagonism: GPR55 antagonists blocking LPI-driven arrestin recruitment, primary screen, imaging, U2OS, beta-arrestin-GFP, LPI agonist (AID 2013) | 290,000 tested, 0.13% active | inhibition, % at 10 µM; hits with a dose series show IC50 in µM | G-protein coupled receptor 55 (Homo sapiens) | U2OS GPR55 beta-arrestin-GFP translocation imaging, LPI antagonism; higher % means a stronger effect;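 active = spots per cell inhibited over 60%, with over 100 cells counted and total cytoplasm intensity under 500,000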;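 note: U2OS cells stably carrying GPR55 and arrestin-GFP stimulated by 5 µM LPI near EC80; imaged beta-arrestin-GFP aggregate spots per cell after agonist stimulation; plate controls were LPI-stimulated DMSO wells for no effect and DMSO wells without LPI for full effect; some results filed as inactive read as strong as hits; confirmed hits need IC50 under 10 µM and bright autofluorescent wells are also inconclusive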
West Nile virus CPE: West Nile virus antiviral activity, cell-based, CPE readout (AID 1621); West Nile virus-infected cells, CPE inhibition; higher % means a stronger effect; one-dose CPE inhibition, % at 10 µM; IC50 in µM for titrated hits; 290,000 tested, 0.02% active; in the data active = a potency from the dose series; note: strong numbers were not always called active
NS5 inhibitors: Dengue-2 NS5 methyltransferase inhibitors, primary screen, biochemical, confirmation dose response (AID 588689); 340,000 tested, 0.3% active; Genome polyprotein (Dengue virus type 2 (strain 16681-PDK53)); Dengue-2 NS5 methyltransferase capping enzyme assay, biochemical; higher % means a stronger effect; inhibition, % at 25 µM, or IC50 in µM where a hit was titrated; in the data active = a potency from the dose series
GPR35 arrestin U2OS: GPR35 antagonists blocking zaprinast-driven arrestin recruitment, primary screen, imaging, U2OS, beta-arrestin-GFP, zaprinast agonist (AID 2058); G-protein coupled receptor 35 (Homo sapiens); one-dose inhibition, % at 10 µM; IC50 in µM for titrated hits; U2OS GPR35 beta-arrestin-GFP translocation imaging, zaprinast antagonism; higher % means a stronger effect; 290,000 tested, 0.052% active;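 active = inhibition of at least 50% with at least 30 cells and total cytoplasm GFP at most 10,000,000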
HIV peptide binding: inhibitors of HIV fusion peptide binding, primary screen, biochemical, uHTS, fluorescence dequenching (AID 1986). 290,000 tested, 0.3% active. cell-free peptide binding, fluorescence dequenching, 30 min; higher % means a stronger effect. inhibition, % at 20 µM; hits with a dose series show IC50 in µM; in the data active = inhibition mostly above about 52%, no sharp cut-off; inactive = mostly below about 76%; note: some results filed as inactive read as strong as hits
KOR beta-arrestin-2: KOR agonists, beta-arrestin recruitment, primary screen, cell-based, luminescence, uHTS (AID 1777) | KOR beta-arrestin recruitment, luminescence; higher % means a stronger effect | Kappa-type opioid receptor (Homo sapiens) | activation, % at 10 µM, or EC50 in µM where a hit was titrated | 280,000 tested, 0.02% active; in the data active = activation above about 50%, passing the limit was not always enough; note: a part of the inactive calls stands beside numbers as strong as those of hits
NOD1 NF-kB reporter: NOD1 signaling inhibitors, primary screen, cell-based, luminescence, uHTS (AID 1578); inhibition, % at 4 µM; hits with a dose series show EC50 in µM; NOD1-driven NF-kB luciferase reporter cells, luminescence; higher % means a stronger effect; 290,000 tested, 1% active; in the data active = inhibition mostly above about 36%, no sharp cut-off; inactive = mostly below about 34%;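 note: HEK-293T reporter cells stimulated with the NOD1 agonist gamma-tri-DAP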
NS5 inhibitors pilot replicate: second read-out of NS5 inhibitors, no call of its own (marks repeat the call); inhibition, %; measured here: pilot screen replicate inhibition
Starred values were filed as active, the others as inactive; . = not tested or not shown; [ ] = remark or other dose. An excerpt, so the mix of outcomes need not match the whole.

SMILES	GPR55 beta-arrestin	KOR beta-arrestin-1	GPR55 LPI antagonism	West Nile virus CPE	NS5 inhibitors	GPR35 arrestin U2OS	HIV peptide binding	KOR beta-arrestin-2	NOD1 NF-kB reporter	others
CC(/C=N/NC(=O)C(O)c1ccccc1)=C\c1ccccc1 (stereo unspecified)	-0.1%	-20%	8%	-0.1%	-3%	0%	-3.2%	14%	-2%
COc1ccc(-c2n[nH]c(=S)n2-c2ccc(C)cc2)cc1	-0.1%	14%	-3%	0.6%	-2%	6%	-1.1%	4.0%	-8%
CN(C)c1ccc(C(CNC(=O)Cc2cccc3ccccc23)N(C)C)cc1 (stereo unspecified)	-0.2%	-19%	-10%	0.4%	-8%	27%	-0.6%	2.6%	-26%
Cc1cc2nc(C3CCN(C(=S)NCC(C)C)CC3)[nH]c2cc1C	0.2%	-1%	-9%	-0.4%	-4%	-8%	1.9%	-2.4%	-18%
COc1ccccc1OCC(=O)Nc1ccc(CSc2ccccc2)cc1C	-0.1%	-22%	-4%	0.3%	-2%	-8%	0.1%	-0.5%	-24%
COc1ccccc1N(C)S(=O)(=O)c1ccc(C(=O)OCC(=O)N(C)c2ccccc2)cc1	-0.4%	-27%	0%	-0.4%	-4%	5%	-0.4%	-3.3%	-37%
Cc1ccc(C(=O)c2coc3ccc(O)c(Cl)c23)cc1	-0.1%	-29%	8%	-0.2%	-5%	7%	2.0%	3.3%	18%
Cc1ccc2oc3c(c(=O)c2c1)C(c1cccc(O)c1)N(c1ccccn1)C3=O (stereo unspecified)	-0.3%	-38%	8%	0.0%	-3%	19%	-1.0%	0.5%	8%
CCn1nnnc1SCC(=O)NC1Cc2ccccc2C1	-0.2%	34%	0%	-0.1%	6%	-16%	0.0%	-0.7%	-8%
COc1ccc(-c2noc(-c3ccccc3C(=O)Nc3cccc(OC)c3)n2)cc1	0.4%	-6%	11%	0.5%	1%	7%	-1.7%	-3.3%	10%
Cc1ccccc1NC(=O)c1ccc(F)c(S(=O)(=O)NCC2CCCO2)c1 (stereo unspecified)	0.2%	-26%	4%	-0.2%	3%	-4%	0.8%	3.1%	-19%
C/C(=N\NC(=O)CSCc1ccc(Cl)cc1)c1ccc(NC(=O)c2ccccc2)cc1	-0.1%	-42%	4%	0.0%	-3%	0%	7.9%	4.6%	-6%
COC(=O)c1ccc(CN(C)S(=O)(=O)c2ccc(C)cc2)o1	-0.1%	-7%	7%	0.2%	-2%	-4%	6.6%	-0.9%	1%
CCN(CC)S(=O)(=O)c1ccc(Cl)c(NC(=O)COC(=O)c2ccc([N+](=O)[O-])o2)c1	-0.1%	10%	9%	0.0%	-7%	-6%	-2.1%	-2.4%	3%
Cc1ccccc1NC(=S)N/N=C1\CC(C)(C)Oc2ccc(O)cc21	0.2%	8%	3%	-0.4%	-4%	22%	-5.1%	-3.3%	-11%
Cc1ccc(C)c(NC(=O)Cn2nc(C(F)(F)F)cc2C2CC2)c1	0.3%	5%	2%	3.1%	0%	20%	1.7%	-3.5%	-6%
Cc1[nH]c2ccc(Cl)cc2c(=O)c1CN1CCCC1	0.2%	14%[20 µM]	7%	-0.1%	-7%	-4%	-1.5%	.	-32%
S=C(NCCC1=CCCCC1)Nc1ccc(Cl)cc1	0.2%	0%	-10%	-0.1%	2%	8%	-0.8%	1.9%	-5%
CCOc1ccc(N(CC(=O)Nc2cccc(Cl)c2)S(=O)(=O)c2c(C)noc2C)cc1	-0.1%	41%	-2%	0.0%	-4%	11%	2.5%	-2.0%	30%
O=S(=O)(CC(CN1CCOCC1)N1CCOCC1)c1ccccc1 (stereo unspecified)	0.5%	1%	8%	-0.3%	6%	-18%	1.3%	-3.9%	-9%
Cc1ccc2c(c1)N(CC(=O)NC1CCCC1)C(=O)C(C)O2 (stereo unspecified)	-0.2%	3%	-1%	-0.1%	-11%	11%	-0.5%	-5.0%	7%
CC1C=CCC2C(=O)N(c3ccccc3OC(=O)c3cccs3)C(=O)C12 (stereo unspecified)	-0.3%	41%	16%	0.7%	4%	-3%	1.1%	-5.9%	-26%
COc1ccc(C2C(C(=O)NCCN3CCOCC3)c3ccccc3C(=O)N2C2CCCCC2)cc1 (stereo unspecified)	0.7%	0%	1%	0.1%	.	-5%	1.5%	-4.5%	-49%
COc1ccc(N2C(=O)NC(NS(=O)(=O)c3ccccc3)(C(F)(F)F)C2=O)cc1 (stereo unspecified)	0.7%	13%	10%	-0.3%	-6%	-25%	0.0%	-1.6%	-11%
CC(C)NS(=O)(=O)c1ccc(OCC(=O)Nc2ccccc2F)cc1	0.0%	-30%	7%	0.3%	-2%	18%	3.7%	2.7%	-20%

Molecules from the list above that contain an NH in an aromatic ring (3):
SMILES	GPR55 beta-arrestin	KOR beta-arrestin-1	GPR55 LPI antagonism	West Nile virus CPE	NS5 inhibitors	GPR35 arrestin U2OS	HIV peptide binding	KOR beta-arrestin-2	NOD1 NF-kB reporter	others
COc1ccc(-c2n[nH]c(=S)n2-c2ccc(C)cc2)cc1	-0.1%	14%	-3%	0.6%	-2%	6%	-1.1%	4.0%	-8%
Cc1cc2nc(C3CCN(C(=S)NCC(C)C)CC3)[nH]c2cc1C	0.2%	-1%	-9%	-0.4%	-4%	-8%	1.9%	-2.4%	-18%
Cc1[nH]c2ccc(Cl)cc2c(=O)c1CN1CCCC1	0.2%	14%[20 µM]	7%	-0.1%	-7%	-4%	-1.5%	.	-32%

Other entries follow:
SMILES	GPR55 beta-arrestin	KOR beta-arrestin-1	GPR55 LPI antagonism	West Nile virus CPE	NS5 inhibitors	GPR35 arrestin U2OS	HIV peptide binding	KOR beta-arrestin-2	NOD1 NF-kB reporter	others
COc1ccc2cc(CN(CCc3ccccc3)Cc3nnnn3CC3CCCO3)c(=O)[nH]c2c1 (stereo unspecified)	-0.3%	-17%	-14%	-0.8%	1%	10%	-2.7%	-2.1%	-13%
Cc1ccc(C)c(NS(=O)(=O)c2ccc(OCC(=O)N3CCOCC3)cc2)c1	0.3%	-58%	3%	-0.1%	2%	-6%	3.5%	0.9%	-14%
CCOc1ncccc1C(=O)NCCc1ccc(Cl)cc1	-0.1%	14%	-1%	0.3%	-4%	-9%	-1.8%	0.7%	14%
Cc1ccc(OCCN2C(=O)CSC2=O)cc1	0.0%	4%	6%	0.0%	-1%	-5%	-3.0%	-2.2%	-10%
CCC(=O)N/C(=N/c1nc(C)cc(C)n1)Nc1ccccc1	-0.1%	12%	1%	-1.5%	2%	-12%	-1.3%	4.2%	20%
Cc1ccn2cc(-c3ccc(NS(=O)(=O)c4ccccc4)cc3)nc2c1	0.2%	-8%	2%	-0.8%	1%	.	-1.1%	6.0%	-23%
CCN(C(=O)C(C)N1C(=O)/C(=C/c2ccco2)SC1=S)C1CCS(=O)(=O)C1 (stereo unspecified)	-0.2%	28%	6%	2.8%	21%	-10%	38%	6.2%	-2%
CCN(CC)c1ccc(NC(=O)c2cncc(Br)c2)cc1	0.2%	-6%	4%	-0.1%	2%	0%	1.2%	-0.4%	.
Cc1nc2ccccc2nc1OCc1cccc([N+](=O)[O-])c1	-0.1%	4%[20 µM]	6%	-0.8%	-9%	-21%	-1.1%	-5.1%	-13%
CCN(CC(=O)Nc1ccc(C(=O)OC)cc1)C1CCCCC1	-0.1%	16%	-5%	-0.1%	-1%	-16%	-2.1%	5.2%	-3%
CCN1CCN(C(=O)CCn2c(=O)c3cccn3c3cccnc32)CC1	0.0%	-33%	5%	-0.3%	-4%	-2%	1.0%	6.0%	9%
O=C(Cc1c(C(=O)O)[nH]c2ccccc12)Nc1ccc2c(c1)OCO2	-0.2%	-9%	15%	-0.1%	6%	8%	0.3%	6.2%	-12%	NS5 inhibitors pilot replicate=-11
Cc1ccccc1-c1noc(N)c1C#N	-0.2%	3%	5%	0.5%	-5%	-9%	3.2%	1.5%	-14%
Cc1ccnc(NS(=O)(=O)c2ccc(NC(=O)c3ccc(Br)o3)cc2)n1	-0.1%	24%[20 µM]	4%	-0.5%	-15%	2%	2.2%	-5.7%	-11%
CCN1CCN(C(=O)Nc2cc(Cl)ccc2OC)CC1	0.2%	-6%[20 µM]	15%	-0.3%	1%	-10%	-1.9%	-10%	-3%
CCC1=NN2C(=N)/C(=C/c3ccc(OS(=O)(=O)c4ccccc4)c(OC)c3)C(=O)N=C2S1	0.3%	-37%	8%	-0.4%	4%	16%	13%	-2.3%	-11%
Cc1cc2c(cc(C(=O)OC(C(=O)NCC3CCCO3)C(C)C)n2C)o1 (stereo unspecified)	0.6%	-23%[20 µM]	6%	-1.0%	-5%	12%	-0.1%	.	-20%
CCc1ccc(CCC(=O)Nc2ccc(C)cc2C)o1	-0.2%	-20%	4%	-0.2%	-13%	-7%	2.4%	4.2%	-35%

3 structures out of the list, sorted by length of the SMILES, falling.
SMILES	GPR55 beta-arrestin	KOR beta-arrestin-1	GPR55 LPI antagonism	West Nile virus CPE	NS5 inhibitors	GPR35 arrestin U2OS	HIV peptide binding	KOR beta-arrestin-2	NOD1 NF-kB reporter	others
O=C(Cc1c(C(=O)O)[nH]c2ccccc12)Nc1ccc2c(c1)OCO2	-0.2%	-9%	15%	-0.1%	6%	8%	0.3%	6.2%	-12%	NS5 inhibitors pilot replicate=-11
Cc1nc2ccccc2nc1OCc1cccc([N+](=O)[O-])c1	-0.1%	4%[20 µM]	6%	-0.8%	-9%	-21%	-1.1%	-5.1%	-13%
CCc1ccc(CCC(=O)Nc2ccc(C)cc2C)o1	-0.2%	-20%	4%	-0.2%	-13%	-7%	2.4%	4.2%	-35%

Five entries picked at random from the list so far, as already listed:
SMILES	GPR55 beta-arrestin	KOR beta-arrestin-1	GPR55 LPI antagonism	West Nile virus CPE	NS5 inhibitors	GPR35 arrestin U2OS	HIV peptide binding	KOR beta-arrestin-2	NOD1 NF-kB reporter	others
Cc1ccnc(NS(=O)(=O)c2ccc(NC(=O)c3ccc(Br)o3)cc2)n1	-0.1%	24%[20 µM]	4%	-0.5%	-15%	2%	2.2%	-5.7%	-11%
Cc1ccccc1-c1noc(N)c1C#N	-0.2%	3%	5%	0.5%	-5%	-9%	3.2%	1.5%	-14%
CCN1CCN(C(=O)Nc2cc(Cl)ccc2OC)CC1	0.2%	-6%[20 µM]	15%	-0.3%	1%	-10%	-1.9%	-10%	-3%
COc1ccc2cc(CN(CCc3ccccc3)Cc3nnnn3CC3CCCO3)c(=O)[nH]c2c1 (stereo unspecified)	-0.3%	-17%	-14%	-0.8%	1%	10%	-2.7%	-2.1%	-13%
CCC(=O)N/C(=N/c1nc(C)cc(C)n1)Nc1ccccc1	-0.1%	12%	1%	-1.5%	2%	-12%	-1.3%	4.2%	20%
